High-throughput results: PubChem, several laboratories
SR-BI DiI inh – inhibitors of SR-BI mediated HDL lipid uptake, primary screen, ldlA[mSR-BI] cells, fluorescence, single point; Scavenger receptor class B member 1 (Mus musculus), Q61009; ldlA[mSR-BI] CHO cells, DiI-HDL uptake fluorescence, 3 h; inhibition, % at 12.5 µM; 0.96% of 320,000 active; AID 488896, 2010;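 active = mean replicate inhibition of at least 70% and a set share of replicates each scoring 70 or more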;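 also: 0% = median of neutral control wells and 100% = median of positive control wells; values of inactives mirror those of a sister screen read the other way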
PKA-R1A activ – activators of PKA-R1A holoenzyme, primary screen, biochemical, fluorescence polarization, Cy5-IP20, bovine R1A, mouse PKAc; cAMP-dependent protein kinase type I-alpha regulatory subunit (Bos taurus) + …; PKA-R1A dissociation; scaled: DMSO 0%, 113 µM cGMP 100%; activation, % at 11.4 µM; 0.083% of 340,000 active; AID 504707, 2011;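 active = percent activation above the mean of all tested compounds plus 3 SD, cut at about 19% in these data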;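 also: higher means more PKAc released from R1A so a rise in polarization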
dFosB act – activators of delta FosB homodimer, primary screen, biochemical, fluorescence polarization, TAMRA-CDK5 oligo, single point; activation, % at 25 µM; 0.99% of 340,000 active; purified delta FosB; percent of positive-control signal above neutral wells;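 active = mean activation above about 17%, with every replicate also reaching it, limit read from the data, passing the limit was not always enough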;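 also: fluorescence polarization rise as delta FosB binds a TAMRA Cdk5 AP-1 oligo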
Arrestin-AP2 inh – inhibitors of beta-arrestin/AP2 binding, primary screen, biochemical, GPCR trafficking, flow cytometry. 0.31% of 340,000 active. FITC-arrestin peptide / GST-AP2 beads; AP2 beta2 appendage carries R879A mutation. beta-arrestin 1 C-terminal peptide binding to AP2 beta2-adaptin appendage (human). AID 504490, 2011. inhibition, % at 10 µM;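 active = inhibition above a set limit, near 3 SD of compounds lacking own fluorescence, cut at about 54% in these data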;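 also: plate controls were DMSO wells for no effect and 5 µM unlabelled arrestin peptide for full effect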
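System: GST-AP2 R879A glutathione beads | Also added: FITC-arrestin peptide, 50 nM | Times: 12 min plus 1 h, RT | Signal: Bead flow cytometry, FITC channel | Buffer or medium: PBS with 0.05% Tween 20 and 0.1% BSA | Read-out basis: Percent drop in bead-associated FITC signal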
Mot1-301 SUMO – yeast Mot1-301 growth rescue at high temperature, primary screen, SUMOylation pathway inhibitor project, S. cerevisiae, ATP luminescence, 38.5C | 1% of 320,000 active | AID 2716, 2010 | growth rescue, % at 18.8 µM | S. cerevisiae Mot1-301 growth rescue; percent above DMSO median, 100 means doubled;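 active = every valid replicate shows activation above 250% relative to neutral control wells; inactive = the rest, any valid replicate at or below 250%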;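 also: OY570 slx delta 5 strain wells were the positive control but not used for scaling; some compounds called inactive have numbers as strong as hits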
Pemphigus Ab inh – inhibitors of pemphigus antibody binding to DSG3, primary screen, biochemical, bead-based, flow cytometry, scFv-GFP; Desmoglein-3 (Homo sapiens), P32926; DSG3-coupled beads, scFv-anti-DSG3-GFP binding; active compounds read low; binding (percent of control), % at 10 µM; 0.48% of 310,000 active; AID 588358, 2011;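 active = binding more than 3 SD below its plate's average and above zero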;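 also: hits lower antibody fragment binding to DSG3; some compounds called inactive have numbers as strong as hits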
Target sequence (P32926 whole entry, looked up, the tested form may be a part): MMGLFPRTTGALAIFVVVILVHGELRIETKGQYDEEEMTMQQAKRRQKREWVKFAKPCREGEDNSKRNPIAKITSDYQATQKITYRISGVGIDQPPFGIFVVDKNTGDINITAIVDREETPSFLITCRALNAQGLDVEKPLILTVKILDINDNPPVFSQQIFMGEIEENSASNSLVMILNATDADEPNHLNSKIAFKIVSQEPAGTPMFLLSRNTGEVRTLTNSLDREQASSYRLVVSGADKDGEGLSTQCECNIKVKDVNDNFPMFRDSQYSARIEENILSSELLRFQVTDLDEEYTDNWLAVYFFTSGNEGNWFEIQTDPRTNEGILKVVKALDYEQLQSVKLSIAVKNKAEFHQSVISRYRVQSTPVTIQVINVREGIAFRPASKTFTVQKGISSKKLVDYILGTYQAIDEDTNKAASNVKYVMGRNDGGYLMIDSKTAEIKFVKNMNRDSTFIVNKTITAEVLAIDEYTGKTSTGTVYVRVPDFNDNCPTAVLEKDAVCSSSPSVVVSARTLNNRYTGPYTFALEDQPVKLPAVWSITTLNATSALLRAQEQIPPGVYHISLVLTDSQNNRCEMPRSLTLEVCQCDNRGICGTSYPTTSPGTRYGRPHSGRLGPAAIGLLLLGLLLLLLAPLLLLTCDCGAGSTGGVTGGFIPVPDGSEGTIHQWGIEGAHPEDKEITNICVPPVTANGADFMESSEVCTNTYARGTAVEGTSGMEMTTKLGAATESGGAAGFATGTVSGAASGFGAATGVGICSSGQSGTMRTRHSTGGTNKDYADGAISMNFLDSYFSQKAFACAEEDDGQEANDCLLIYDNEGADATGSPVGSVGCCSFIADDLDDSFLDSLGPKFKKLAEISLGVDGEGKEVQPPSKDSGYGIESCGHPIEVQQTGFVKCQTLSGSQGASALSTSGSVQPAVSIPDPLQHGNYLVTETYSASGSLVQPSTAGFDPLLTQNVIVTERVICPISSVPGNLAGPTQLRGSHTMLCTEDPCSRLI
NSD2 inh – NSD2 histone methyltransferase inhibitors, primary screen, biochemical, AlphaScreen, single concentration, set 2 | Histone-lysine N-methyltransferase NSD2 (Homo sapiens), O96028 | NSD2 peptide methylation, 120 min | inhibition, % at 12.5 µM | 0.54% of 310,000 active; in the data active = inhibition above about 50%
PKA-R2B activ – activators of PKA-R2B holoenzyme, primary screen, biochemical, fluorescence polarization, Cy5-IP20, human; activation, % at 11.4 µM; AID 504700, 2011; cAMP-dependent protein kinase catalytic subunit beta (Homo sapiens) + cAMP-dependent …; 0.079% of 340,000 active; PKA-R2B holoenzyme dissociation; R2B truncated from residue 108, S112A mutant; 0% DMSO only, 100% 113 µM cGMP;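 active = activation above a cutoff set at the mean over all compounds plus 3 SD, cut at about 18% in these data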;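 also: higher means more holoenzyme dissociation and a rise in polarization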
CDK5 p35 inh – inhibitors of human CDK5/p35 kinase, primary screen, biochemical, single concentration; 0.01% of 330,000 active; Recombinant CDK5/p35, ADP-Glo luminescence, 60 min; Cyclin-dependent kinase 5 (Homo sapiens) + Cyclin-dependent kinase 5 activator 1 (Homo …; inhibition, % at 10 µM;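 active = highest replicate inhibition of at least 50% and at least 75% of replicates reaching 50%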;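 also: plate controls were DMSO neutral control for no effect and GW8510 at 10 µM for full effect; many of its hits are not listed in these tables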
SR-BI DiI-HDL act – activators of SR-BI mediated DiI-HDL uptake, primary screen, ldlA[mSR-BI] CHO cells, DiI fluorescence | AID 504775, 2011 | 0.096% of 320,000 active | 3 h; 100 = double the neutral-control signal | activation, % at 12.5 µM;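 active = mean replicate activation of at least 60% and every replicate at or above 60%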;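 also: 0% = median plate neutral-control signal and 100% = twice that signal; values of inactives mirror those of a sister screen read the other way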
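Test system: SR-BI-overexpressing, LDLR-lacking CHO cells. Measured by: DiI fluorescence, bottom read. Medium: Ham's F12 with 0.5% BSA, HEPES 25 mM, pH 7.4. Timing: 3 h uptake period with compound, 37 °C.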
MITF TRPM1 HTS – activators of MITF-driven TRPM1 promoter reporter, primary screen, cell-based, SK-MEL-5, luciferase, single point. SK-MEL-5 TRPM1-promoter luciferase, 24 h; % of positive control, neutral wells = 0. activation, % at 12.5 µM. 0.75% of 300,000 active. AID 588334, 2011;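 active = mean activation of at least 80% with every replicate also reaching 80%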;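 also: 0% = neutral control wells and 100% = parthenolide positive control wells; values of inactives mirror those of a sister screen read the other way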
* = called active by the depositor; x = no result given.

Structure	SR-BI DiI inh	PKA-R1A activ	dFosB act	Arrestin-AP2 inh	Mot1-301 SUMO	Pemphigus Ab inh	NSD2 inh	PKA-R2B activ	CDK5 p35 inh	SR-BI DiI-HDL act	MITF TRPM1 HTS
N#CC(C#N)=C(N)c1cccnc1	-15	-3	-2	17	-15	100	1	0	2.9	15	8
C=CCn1c(O)c(C(C)=Nc2ccc(NC(C)=O)cc2)c(=O)[nH]c1=O	0	-5	1	-2	100	110	1	-14	-3.7	0	-12
O=C(c1ccccc1)C(Cc1ccccc1)N1CCOCC1 (centres undefined)	34	-1	-2	5	x	x	-2	-5	-0.7	-34	4
C=CCN1CCc2cccc3c2[C@H]1Cc1ccc(O)c(O)c1-3	12	-6	-6	50	-22	115	30	5	0.7	-12	x
O=C1NC(=O)N(c2ccc3c(c2)OCO3)C(=O)/C1=C/c1ccc(N2CCCC2)o1	11	1	1	-9	-13	x	11	0	2.1	-11	6
Cc1nn(Cc2ccccc2)c(Cl)c1C(=O)O	-5	-5	-5	11	21	103	-2	-2	0.8	5	4
C=CP(=O)(O)c1ccccc1	8	-1	-2	21	17	102	-5	1	-0.2	-8	-4
CCN1CCN(c2ncnc3ccc(Br)cc23)CC1	-3	-8	0	9	-4	107	47	-11	-4.5	3	7
O=c1c(C=NCc2cccs2)c(O)n(C2CCCCC2)c(=O)n1C1CCCCC1	-31	4	-8	3	92	71	3	-5	0.7	31	1
ClCCN1CCSCC1	-8	-4	0	39	x	93	-1	5	-0.8	8	-2
NP(=O)(OCC(F)(F)F)Oc1ccc(Cl)cc1 (centres undefined)	-12	-3	-16	2	-15	138	-1	-7	-0.3	12	-4
CCOC(=O)C1(c2ccccc2)CCN(CCC(C#N)(c2ccccc2)c2ccccc2)CC1	6	-11	2	7	10	109	x	-1	-0.8	-6	-8
O=c1c(/C=N/N2CCOCC2)c(O)n(-c2ccccc2)c(=S)n1-c1ccccc1	-21	-12	-1	4	7	83	-3	2	-0.6	21	-6
COC(=O)C1=C(c2cccc(OC)c2OC)C[C@@H]2CC[C@H]1N2C(=O)N1CCCCC1	-10	11	-4	24	-12	106	x	-15	-1.7	10	-4
C[C@]12CC[C@H](O)C[C@H]1CC[C@@H]1[C@@H]2CC[C@]2(C)C(=O)CC[C@@H]12	-7	-8	-1	-4	x	98	x	-12	-1.6	7	16
Fc1ccc(C(OCCN2CCCC2)c2ccc(F)cc2)cc1	-12	-1	-7	-6	-8	72	9	-6	1.6	12	10
O=C(CNC(=O)c1ccccc1)Nc1ccc(Br)cc1C(=O)c1ccccc1	4	-3	-11	-3	-10	92	1	-6	-1.3	-4	-13
CC(=O)OC1N=C(c2ccccc2)c2cc(Br)ccc2N(C)C1=O (centres undefined)	-15	-5	2	-5	-7	104	-2	4	0.1	15	6
C#CCOCOCC#CCN(CC)CC	-14	1	-3	-2	9	108	3	8	0.4	14	8
CCN(CC)c1ccc(N=Cc2c(O)n(-c3ccccc3)c(=O)[nH]c2=O)cc1	26	-7	-4	42	-25	105	24	-14	0.7	-26	-5
CC(OC(=O)c1cn(C)c2ccccc12)C(=O)N(C)c1ccccc1 (centres undefined)	51	-11	-10	-1	x	91	1	-8	-0.4	-51	6
Cc1ccc(NS(=O)(=O)c2ccc(OCC(=O)N3CCN(C)CC3)cc2)cc1	4	-3	-3	19	3	102	-4	7	-0.9	-4	-17
Nc1c(Cl)cc([N+](=O)[O-])cc1Cl	-7	-12	0	-5	3	120	2	8	-0.7	7	-4
CCOC(=O)c1[nH]c(C)c(C(=O)N2CCC3(CC2)OCCO3)c1C	-30	-3	-8	14	-18	98	-6	-3	-0.6	30	-9
Oc1ccc(/C=N/NP(=S)(c2ccccc2)c2ccccc2)cc1	1	-10	-4	2	-1	98	1	2	1.1	-1	x
S=C(c1ccc(Cl)cc1)N1CCOCC1	0	-6	5	4	-13	101	2	-1	-3.0	0	-9
Cc1cccc(NP(=O)(Oc2ccccc2F)Oc2ccccc2F)c1	21	-9	4	28	-15	97	-2	-11	-0.3	-21	-6
COc1ccc(OCC(=O)N2CCN(Cc3ccc(SC)cc3)CC2)cc1	-4	-6	-6	-17	262*	104	-2	-14	2.4	4	-1
Clc1ccc2c(c1)C(OC1CN3CCC1CC3)c1ccccc1CS2 (centres undefined)	-34	3	10	0	-17	92	12	-5	-0.5	34	-44
COC(=O)C1=C(c2ccc(Cl)c(C(F)(F)F)c2)C[C@@H]2CC[C@H]1N2C(=O)NC1CCCCC1	10	-11	1	3	-3	106	x	-19	-1.3	-10	-13
CCc1nc2ccc(N3CCN(C)CC3)cc2nc1CC	-38	-5	-3	-9	-2	114	-8	-3	1.1	38	4
CCCCC1C(=O)NC(=S)N(C)C1=O (centres undefined)	38	-3	-1	-25	x	95	-3	-12	-0.2	-38	-2
Cc1cccc(CCNCc2cc3cc(C)cc(C)c3[nH]c2=O)c1	0	2	3	0	0	98	5	2	-0.6	0	-4
CC(C)C12CN3CCN(CC(C3)/C1=N\O)C2	-9	-3	-8	-7	-4	103	-4	-12	-1.2	9	2
CN1[C@H]2CC[C@@H]1C(C(=O)N1CCOCC1)=C(O)C2	-1	7	3	3	15	100	x	4	-0.4	1	10
CN1CCC(N(C)c2nc(-c3ccc([N+](=O)[O-])cc3)nc3ccccc23)CC1	39	6	30*	19	x	103	x	2	1.7	-39	-60
CN(C)CP(=O)(O)CN(C)C=O	-15	0	3	2	x	116	1	-1	0.1	15	-5
c1cncc(CNC2CCCCC2)c1	33	-3	-3	0	-13	117	-1	3	1.7	-33	x
O=[N+]([O-])c1ccc(N2CCCNCC2)c2ncccc12	x	-4	10	1	8	x	11	3	-0.8	x	x
Cn1cc(C(=O)OCC(=O)Nc2ccccc2Cl)c2ccccc21	52	-10	3	-8	x	94	-2	-10	-1.1	-52	24
COC(=O)C1=C(c2ccc(F)cc2OCc2ccccc2)C[C@@H]2CC[C@H]1N2C(=O)NCCCc1ccccc1	14	-1	0	0	1	104	x	-2	0.4	-14	-10
Brc1ccc2[nH]cc(/C=N/N3CCCCC3)c2c1	3	8	-2	-4	x	110	5	3	-0.3	-3	3
COc1ccc(C(CNC(=O)Cc2ccc(Cl)c(Cl)c2)N2CCCCC2)cc1 (centres undefined)	-19	2	-4	3	-14	107	-1	9	-0.1	19	15
CCCCOCCCn1c(N)c(C(=O)OC(C)COC)c2nc3ccccc3nc21 (centres undefined)	1	0	-18	-5	-2	96	0	-7	-1.3	-1	2
Cc1ccccc1N1C(=O)NC(=O)/C(=C\c2cc(Br)c(N3CCOCC3)o2)C1=O	-18	-6	-3	-4	-8	261	25	3	0.3	18	-9
CCCCCn1c(=O)c(C(=O)Nc2ccccc2N)c(O)c2ccccc21	34	4	3	42	-12	117	-2	15	-0.9	-34	x
COC(=O)C1=C(c2ccc(-c3ccccc3)c(F)c2)C[C@@H]2CC[C@H]1N2C(=O)NCCOc1ccccc1	29	-3	-1	22	-18	106	x	-1	-1.2	-29	-3
CCN(CC)N=O	-12	-3	3	-2	2	100	x	-13	-0.9	12	-3
CC(C)N1CCN(Cc2ccc3c(c2)OCCO3)CC1CCO (centres undefined)	x	-8	3	-11	14	92	0	10	-2.0	x	4
Cc1cccc(-n2c(-c3ccco3)nc3ccccc3c2=O)n1	-25	0	-11	0	-5	118	0	-5	-0.6	25	1
CC(=NCC1CCCO1)c1c(O)n(C2CCCCC2)c(=O)[nH]c1=O (centres undefined)	x	2	-9	-19	-24	111	-2	-3	-2.2	x	-5

Complete entries, quoted from the list. Order of values: SR-BI DiI inh, PKA-R1A activ, dFosB act, Arrestin-AP2 inh, Mot1-301 SUMO, Pemphigus Ab inh, NSD2 inh, PKA-R2B activ, CDK5 p35 inh, SR-BI DiI-HDL act, MITF TRPM1 HTS
CC(C)C12CN3CCN(CC(C3)/C1=N\O)C2 in the list: -9, -3, -8, -7, -4, 103, -4, -12, -1.2, 9, 2
O=C(CNC(=O)c1ccccc1)Nc1ccc(Br)cc1C(=O)c1ccccc1 in the list: 4, -3, -11, -3, -10, 92, 1, -6, -1.3, -4, -13
S=C(c1ccc(Cl)cc1)N1CCOCC1 in the list: 0, -6, 5, 4, -13, 101, 2, -1, -3.0, 0, -9
Fc1ccc(C(OCCN2CCCC2)c2ccc(F)cc2)cc1 in the list: -12, -1, -7, -6, -8, 72, 9, -6, 1.6, 12, 10

Retrieved by compound from above (4):
Structure	SR-BI DiI inh	PKA-R1A activ	dFosB act	Arrestin-AP2 inh	Mot1-301 SUMO	Pemphigus Ab inh	NSD2 inh	PKA-R2B activ	CDK5 p35 inh	SR-BI DiI-HDL act	MITF TRPM1 HTS
Brc1ccc2[nH]cc(/C=N/N3CCCCC3)c2c1	3	8	-2	-4	x	110	5	3	-0.3	-3	3
CN(C)CP(=O)(O)CN(C)C=O	-15	0	3	2	x	116	1	-1	0.1	15	-5
Cc1cccc(CCNCc2cc3cc(C)cc(C)c3[nH]c2=O)c1	0	2	3	0	0	98	5	2	-0.6	0	-4
CN1CCC(N(C)c2nc(-c3ccc([N+](=O)[O-])cc3)nc3ccccc23)CC1	39	6	30*	19	x	103	x	2	1.7	-39	-60

Only part of the results is shown (hit frequency here may not be typical).
